ER stress death – ER stress cell death inhibition. CSM14.1 thapsigargin ER stress survival, ATP luminescence. relative survival (cellular ATP), % at 15 µg/mL (by protocol). 48,000 tested, 0.33% active;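 active = survival measured by cellular ATP above 50% at 15 µg/ml in the first screen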;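 note: cell death triggered by about 15 µM thapsigargin; ATP read 24 h after thapsigargin was added; plate controls were thapsigargin with DMSO for no effect and DMSO without thapsigargin for full effect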
Numbers without * were called inactive. A portion of the library; the hit share may differ from the screen's.

structure | ER stress death
COc1cccc(OC)c1C(=O)N(C)CC(OC)OC | 5
COc1ccc(-c2cc(C(=O)Nc3cccc(F)c3)c3ccccc3n2)cc1OC | 1
O=C(NN1C(=O)/C(=C/c2ccc(O)cc2)SC1=S)c1ccccc1Br | 4
COc1cc(OC)cc(C(=O)Nc2c(C)ccc3nsnc23)c1 | -2
CCOc1ccc(NC(=O)C(=O)NCC2CCNCC2)cc1 | -2
CCOc1ccc(-n2c(O)c(C=C3C=CC=N3)c(=O)[nH]c2=O)cc1 | 2
CNC(=O)C(=O)Nc1ccc(C(C)C)cc1 | 5
COc1ccc2[nH]c3c(c2c1)CCCC3=O | 6
Cc1nn(CC(=O)Nc2ccccc2)c(=O)c2ccccc12 | -6
CN1CCN(C(=S)NC(=O)c2ccc(Br)cc2)CC1 | 8
CC(C)CCNC(=O)C(=O)Nc1cccc(Cl)c1 | 13
C/C(=N\NC(=O)c1ccccn1)c1ccco1 | 6
COc1cc(-c2nnc(N)s2)cc(OC)c1OC | 14
Cc1ccc(S(=O)(=O)N(Cc2ccc(C(=O)NCCSc3ccccn3)cc2)c2cccc(Cl)c2)cc1 | 1
Cc1cccc(NC(=O)CN2CCOCC2)c1C | 4
COCCOC(=O)C1=C(C)NC(C)=C(C(=O)OCCOC)C1c1ccc(-c2cccc(Br)c2)o1 | 1
COc1cc(CN2CCN(S(C)(=O)=O)CC2)cc(OC)c1O | 8
CS(=O)(=O)N(CC(=O)Nc1ccc(Oc2ccccc2)cc1)c1ccc(Br)cc1 | 2
O=C1c2ccccc2NC(c2ccc(Br)cc2)N1Cc1ccco1 (stereo not drawn) | -1
Cc1ccc(NCCC(=O)c2cccs2)cc1C | 20

Further entries
structure | ER stress death
CN1c2ccccc2-c2ccccc2C12C=Cc1cc([N+](=O)[O-])ccc1O2 (stereo not drawn) | 5
CC(C)=NNc1nc2ccccc2s1 | -2
COC(=O)C1=C(C)NC(=O)NC1c1ccc(SC)cc1 (stereo not drawn) | 8
O=[N+]([O-])c1ccc(N2CCN(S(=O)(=O)c3ccccc3)CC2)c(C(F)(F)F)c1 | -3
Cc1cc(C)nc(NC(=O)c2ccc(F)cc2)c1 | 4
CCOC(=O)C1=C(C)N=c2s/c(=C\c3ccc(C(C)=O)cc3)c(=O)n2C1c1ccccc1 (stereo not drawn) | 8
COc1ccccc1C/C(N)=N/OC(=O)c1cccc(I)c1 | 0
O=C(/C=C/c1ccc(F)cc1)Nc1nc(-c2ccccc2)cs1 | -2
CCOC(=O)C1=C(C)N=c2s/c(=C\c3ccccc3O)c(=O)n2C1c1cccc(OC)c1 (stereo not drawn) | 6
C=CCn1c(SCC(=O)N2CCCCC2)nc2sc(C)c(C)c2c1=O | 6
CN(C)C=Nc1ccc2nc3c(cc2c1)[nH]c1ccccc13 | -6
COc1ccc(OCCCOc2ccc(Cl)c(C)c2)cc1 | 4
COc1ccc(-c2c(Cc3ccccc3)nn(-c3ccccc3)c2N)cc1OC | 3
O=C(Nc1cccnc1)c1ccccc1Br | 13
COc1ccc(N(CC(=O)NCC(C)C)S(C)(=O)=O)c(OC)c1 | 8
CCOc1ccc(NC(=O)c2ccc(I)cc2)cc1 | 9
O=C(Nc1ccc(NC(=O)c2ccc(Cl)cc2Cl)cc1)c1ccc(Cl)c(Cl)c1 | 1
CCOc1ccc2nc(SCC(=O)c3ccc(F)cc3)sc2c1 | 6
O=C(O)c1ccccc1NC(=O)C12CC3CC(CC(C3)C1)C2 | -1
COc1cc(C2Nc3ccccc3NC3=C2C(=O)CC(c2ccc(Cl)cc2)C3)cc(Br)c1O (stereo not drawn) | 14

Next entries follow:
structure | ER stress death
CCOC(=O)CSc1nnc(-c2cccs2)n1-c1ccccc1 | 2
COc1cc(/C=N/NS(=O)(=O)c2ccc(C(C)(C)C)cc2)cc(OC)c1OC | -14
O=C1/C(=C/c2c(F)cccc2Cl)SC(=S)N1CCc1ccccc1 | 5
O=C(CN1C(=O)/C(=C\c2ccccc2F)SC1=S)Nc1ccccc1C(=O)O | 2
CCCOc1c(I)cc(C2C3=C(CC(C)(C)CC3=O)OC3=C2C(=O)CC(C)(C)C3)cc1OC | 7
Cc1ccc(C(=O)NCc2ccncc2)cc1 | 4
CC(=O)C(C(C)=O)C(SCc1ccccc1)c1ccccc1 (stereo not drawn) | -3
COc1ccc(Cc2cnc(NC(C)=O)s2)cc1 | 5
O=C(Nc1ccccc1O)c1cc(I)ccc1Cl | -1
CCOc1ccccc1N(C(C)=O)S(=O)(=O)c1ccc(Cl)cc1 | 12
COc1ccc(OC)c(NS(=O)(=O)c2c(C)cc(C)cc2C)c1 | 14
O=C1CCCN1CCCN=Cc1c(O)[nH]c(=O)[nH]c1=O | 0
COc1cccc(-c2nc3sc(C)c(C)c3c(=O)[nH]2)c1 | 1
COc1ccc(/C=C2\N=C(c3cccc(OC)c3)OC2=O)cc1 | 9
Cc1nc2ccccc2n1C(=O)c1ccco1 | 4
O=C(NCc1ccco1)c1nn2c(c1Br)NC(c1cccs1)CC2C(F)(F)F (stereo not drawn) | 5
O=C(O)c1cc(NS(=O)(=O)c2ccccc2)cc(C(=O)O)c1 | 9
CC(C)(Cc1ccc(O)cc1)NC(=O)Cc1ccccc1 | -1
COc1cc(-c2nc(N)c3c(=O)oc4ccccc4c3n2)cc(OC)c1OC | 3
Cc1c(NC(=O)c2cccc3c2C(=O)c2ccccc2-3)c(=O)n(-c2ccccc2)n1C | 7

Filtered by structure: those above containing a COOH group
structure | ER stress death
O=C(O)c1ccccc1NC(=O)C12CC3CC(CC(C3)C1)C2 | -1
O=C(CN1C(=O)/C(=C\c2ccccc2F)SC1=S)Nc1ccccc1C(=O)O | 2
O=C(O)c1cc(NS(=O)(=O)c2ccccc2)cc(C(=O)O)c1 | 9

Arranged by count of non-hydrogen atoms (lowest first): some entries from above.
structure | ER stress death
CC(C)CCNC(=O)C(=O)Nc1cccc(Cl)c1 | 13
CCOc1ccc(NC(=O)c2ccc(I)cc2)cc1 | 9
COc1ccc(-c2c(Cc3ccccc3)nn(-c3ccccc3)c2N)cc1OC | 3
Cc1ccc(S(=O)(=O)N(Cc2ccc(C(=O)NCCSc3ccccn3)cc2)c2cccc(Cl)c2)cc1 | 1

Quoted at random: 6 records from the list.
structure | ER stress death
COc1ccc(Cc2cnc(NC(C)=O)s2)cc1 | 5
COc1cc(-c2nc(N)c3c(=O)oc4ccccc4c3n2)cc(OC)c1OC | 3
COc1ccc(/C=C2\N=C(c3cccc(OC)c3)OC2=O)cc1 | 9
CN1CCN(C(=S)NC(=O)c2ccc(Br)cc2)CC1 | 8
COc1ccc(N(CC(=O)NCC(C)C)S(C)(=O)=O)c(OC)c1 | 8
O=C(/C=C/c1ccc(F)cc1)Nc1nc(-c2ccccc2)cs1 | -2

Other results
structure | ER stress death
Cc1ncc(C[n+]2csc3ccccc32)c(N)n1 | 5
Cc1ccc(C2CC(C(F)(F)F)n3nc(C(=O)N4CCN(c5ccc(F)cc5)CC4)cc3N2)cc1 (stereo not drawn) | 2
O=C(Cc1ccccc1)Nc1ncc(Cc2ccc(Cl)c(Cl)c2)s1 | 6
COc1ccc(OC)c(/C=C/C(=O)c2c(-c3ccccc3)c3cc(Cl)ccc3[nH]c2=O)c1 | 6
O=C(N/C(=C/c1ccc(-c2cccc(C(F)(F)F)c2)o1)C(=O)N1CCOCC1)c1ccc(Cl)cc1 | 1
CCOc1cc(C(=O)N2CCCC2)cc(OCC)c1OCC | 7
CCOC(=O)C1CCN(Cn2nc(-c3ccc(C)cc3)oc2=S)CC1 | 0
COc1ccc(CN(C(=O)c2ccco2)C2CC(C)N(C)CC2C)cc1 (stereo not drawn) | 3
CC(=O)CC(=O)Nc1ccc(C)c(Cl)c1 | 2
O=S1(=O)CCC(N2CCCCC2)C1 (stereo not drawn) | 14
CCN(CC)c1ccc(Nc2nc(-c3c(C)nc4ccccn34)cs2)cc1 | 44
N/C(=N\OC(=O)c1ccc(I)cc1)c1cccnc1 | -4
Cc1ccc(S(=O)(=O)C(CC(=O)c2ccccc2)c2ccco2)cc1 (stereo not drawn) | 0
Cc1cc(C)n(S(=O)(=O)c2ccc(Br)cc2)n1 | -4
CCc1c(C)sc(NC(=O)c2cccnc2)c1C(N)=O | 0
CCOC(=O)c1c(NC(=O)C2CC2)sc(C(=O)Nc2cccc(OC)c2)c1C | 0
COc1ccc(S(=O)(=O)Nc2ccc(S(N)(=O)=O)cc2)cc1 | 5
Cc1ccc(N2C(=O)/C(=C/c3cc(C)n(C)c3C)C(=O)NC2=S)c(C)c1 | 11
CCOc1ccc(N(CC(=O)N2CCN(c3ccccc3)CC2)S(=O)(=O)c2ccccc2)cc1 | 11
NC(=O)C1CCN(C(=O)c2ccc([N+](=O)[O-])cc2)CC1 | 12

(more compounds)
SMILES	ER stress death
CCCCOC(=O)C1=C(C)NC2=C(C(=O)CC(c3ccccc3)C2)C1c1ccc(O)c([N+](=O)[O-])c1 (stereo not drawn)	4
COc1ccc(C(=O)/C=C/c2cccc(OC)c2OC)cc1	-9
COc1ccc(N2C(=O)/C(=C\c3cccc(OC(=O)c4ccco4)c3)SC2=S)cc1	12
CC1=C(C)CC(C(=O)c2ccc(Br)cc2)C(C(=O)O)C1 (stereo not drawn)	0
COc1ccc(C2C(C#N)=C(N)Oc3cc(N)ccc32)cc1 (stereo not drawn)	0
COc1ccc(S(=O)(=O)N2CCN(Cc3ccc(F)cc3)CC2)cc1	-9
COC(=O)c1c(NC(=O)c2ccccc2OC)sc2c1C(C(=O)OC)CC2 (stereo not drawn)	8
COC(=O)C1=C(C(=O)OC)SC(=C2C(=S)C(C)(C)N(C(=O)c3ccc4ccccc4c3)c3ccc(OC)cc32)S1	5
Cc1c(NC(=O)c2ccc(-c3cccc(Cl)c3)o2)cccc1-c1nc2ncccc2o1	12
Cc1nn(-c2ccccc2)c2c1C(c1c(Cl)cccc1Cl)C(C#N)=C(N)O2 (stereo not drawn)	-5
COc1cc(OC)c(OC)cc1CNc1cccc(C)c1	30
Cc1cc(OCC(=O)Oc2ccccc2)c([N+](=O)[O-])cc1Cl	-1
Cc1cc(N2CCC(C)CC2)n2c(nc3ccccc32)c1C#N	8
CC(=O)Nc1ccc(S(=O)(=O)/N=C2/NC(=O)CS2)cc1	2
COc1ccc(C(=O)NC(=S)N2CCSCC2)cc1	1
CCOC(=O)c1sc(NC(=O)/C=C/c2cccs2)c(C(=O)OCC)c1C	11
CN(CP(=O)(O)C(O)c1ccccc1)S(C)(=O)=O (stereo not drawn)	5
CCOc1ccc(NC(=O)c2c(NC(=O)c3ccc([N+](=O)[O-])cc3)sc3c2CCC3)cc1	5
CC(O)c1cccc(NC(=O)c2cnn3c2NC(c2ccco2)CC3C(F)(F)F)c1 (stereo not drawn)	-8
CCOC(=O)C1=C(C)NC(=O)NC1c1cc(Br)c(O)c(OC)c1 (stereo not drawn)	11
O=C(Nc1cccc(-c2nc3ccccc3s2)c1)c1cccs1	8
O=C(c1ccc(O)cc1)c1ccc(Cl)cc1	3
Cc1nn(C)c2[nH]c(C(F)(F)F)cc(=O)c12	-2
CC12C(=O)C(C)(C(c3ccccc3)=C1c1ccccc1)C1C(=O)N(c3ccc([N+](=O)[O-])cc3)C(=O)C12 (stereo not drawn)	-3
CCOc1ccc(NC(=O)c2ccccc2NC(=O)c2ccccc2Cl)cc1	-5
CC1=C(C(=O)Nc2ccc(C)cc2)C(c2ccc(O)cc2)NC(=S)N1 (stereo not drawn)	12
Cc1onc(-c2c(F)cccc2Cl)c1C(=O)Nc1ccc(Br)cc1	2
O=C(/C=C/c1ccc(Br)cc1)NC(=S)NCCCN1CCOCC1	-1
CC1(C)Nc2ccc(OC(=O)c3ccccc3Br)cc2-c2c1ssc2=S	-1
Cc1ccc(-n2cnc3c(sc4nccc(N(C)C)c43)c2=O)cc1	4

(list continues)
SMILES	ER stress death
CC(=O)NS(=O)(=O)c1ccc(NC(=O)c2ccc([N+](=O)[O-])cc2)cc1	8
CCn1c(=O)c2c(n3c(=S)[nH]nc13)-c1ccccc1CC21CCCCC1	-5
Cc1nc2cc(-c3ccc(F)cc3)[nH]n2c(=O)c1C	15
Cc1nn(-c2ccccc2)c2sc(C(=O)N(C)c3ccccc3)cc12	4
CCOC(=O)c1c(NC(=O)c2ccc(C)o2)sc(C(C)=O)c1C	11
O=C1C(=O)N(c2cccc(Cl)c2)C(c2cccc([N+](=O)[O-])c2)/C1=C(\O)c1ccccc1 (stereo not drawn)	8
COc1ccc(N2C(=O)CC(N3CCC(C)CC3)C2=O)cc1 (stereo not drawn)	-3
Cc1c(C(=O)Nc2cc(C(F)(F)F)cc(C(F)(F)F)c2)oc2ccccc12	1
COc1cc(/C=c2/sc3nc4c(Br)c(C)c(C)cc4n3c2=O)ccc1OCC(=O)O	10
O=C(Nc1ccc(F)cc1)N1CCN(C(=O)c2ccco2)CC1	-1
COC(=O)C1=C(C)NC(=O)CC1c1cc(Br)ccc1OC (stereo not drawn)	17
Cc1ccc(S(=O)(=O)N2CCN(S(=O)(=O)c3ccc(C)cc3)C2c2ccc(N(C)C)cc2)cc1	6
CCc1ccc(OCC(=O)Nc2nc(-c3ccccc3)cs2)cc1	-2
O=C1C=C(Nc2ccc(Cl)cc2)C(=O)N1c1cccc(C(F)(F)F)c1	0
O=C(Nc1nccs1)c1ccc2c(c1)C(=O)N(CC1CCCO1)C2=O (stereo not drawn)	0
COc1ccc(C2CC(=O)C3=C(C2)Nc2ccccc2NC3c2cc(F)ccc2F)cc1OC (stereo not drawn)	2
CC(=O)NS(=O)(=O)c1ccc(NC(=O)CCc2ccccc2)cc1	10
Cc1ccc(Cl)c(OCCCCN2CCC(C)CC2)c1	-4
COc1ccc(-c2cc(C(=O)Nc3ccc(Br)cc3)c3ccccc3n2)c(OC)c1	5
CCCCOc1ccc(NC(=O)CSc2nnc(N)s2)cc1	14
COc1cc(CN2CCN(Cc3ccncc3)CC2)cc(OC)c1OC	-1
O=C(O)c1cccc(NC(=O)c2cc3cc([N+](=O)[O-])ccc3oc2=O)c1	18
O=C(Nc1ccccc1Cl)c1ccc(CN2CCOCC2)cc1	2
CCOc1cc(/C=C2/SC(=O)NC2=O)ccc1OCc1ccc(Cl)cc1	7
CC1=C(C(=O)Nc2ccc(Cl)cc2)C(c2ccc(N(C)C)cc2)NC(=S)N1 (stereo not drawn)	4

Screens: PubChem BioAssay, Sanford-Burnham Center for Chemical Genomics
